Screens (PubChem BioAssay)
GPR151 ag – activators of human GPR151; Q8TDV0; PathHunter beta-arrestin GPR151 cells, luminescence; activation, % at 11.2 µM; 650,000 compounds, 1% hits; in the data active = activation above about 4.9%;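 also: 0% = median of compound wells and 100% = cells with positive control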
Target sequence (Q8TDV0 whole entry, looked up): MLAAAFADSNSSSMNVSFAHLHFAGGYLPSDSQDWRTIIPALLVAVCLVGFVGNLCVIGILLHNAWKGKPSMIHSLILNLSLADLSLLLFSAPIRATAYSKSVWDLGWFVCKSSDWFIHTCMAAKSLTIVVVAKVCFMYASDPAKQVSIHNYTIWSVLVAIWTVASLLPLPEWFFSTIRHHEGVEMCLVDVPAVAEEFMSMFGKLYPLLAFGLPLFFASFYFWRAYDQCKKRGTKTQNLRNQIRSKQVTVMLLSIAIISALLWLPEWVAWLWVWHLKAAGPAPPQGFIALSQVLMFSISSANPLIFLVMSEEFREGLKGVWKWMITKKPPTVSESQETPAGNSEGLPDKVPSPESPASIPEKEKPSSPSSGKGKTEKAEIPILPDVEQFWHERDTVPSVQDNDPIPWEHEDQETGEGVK
TEAD-YAP block – TEAD-YAP interaction inhibition; HEK-TIYL cells, TEAD-Gal4/YAP UAS-luciferase luminescence; inhibition, % at 9.12 µM; 640,000 compounds, 1.4% hits; in the data active = inhibition above about 32%;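 also: 0% = median of test compound wells and 100% = reference inhibitor wells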
FBW7 activator – activators of human E3 ligase FBW7; Q969H0; AlphaScreen FBW7–phospho-cyclin E peptide binding, activator screen; normalized activity (activation), % at 26.1 µM; 650,000 compounds, 0.13% hits; AID 1259310; in the data active = normalized activity above about 1.9%;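 also: purified mutant Fbw7 with reduced substrate affinity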
MITF primary – human MITF inhibition, primary screen; O75030; AlphaScreen MITF homodimerization, bead proximity signal; AID 1259374; inhibition, % at 2.6 µM; 650,000 compounds, 0.91% hits; in the data active = inhibition above about 50%;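 also: 0% = vehicle wells with protein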
Target sequence (O75030 whole entry, looked up): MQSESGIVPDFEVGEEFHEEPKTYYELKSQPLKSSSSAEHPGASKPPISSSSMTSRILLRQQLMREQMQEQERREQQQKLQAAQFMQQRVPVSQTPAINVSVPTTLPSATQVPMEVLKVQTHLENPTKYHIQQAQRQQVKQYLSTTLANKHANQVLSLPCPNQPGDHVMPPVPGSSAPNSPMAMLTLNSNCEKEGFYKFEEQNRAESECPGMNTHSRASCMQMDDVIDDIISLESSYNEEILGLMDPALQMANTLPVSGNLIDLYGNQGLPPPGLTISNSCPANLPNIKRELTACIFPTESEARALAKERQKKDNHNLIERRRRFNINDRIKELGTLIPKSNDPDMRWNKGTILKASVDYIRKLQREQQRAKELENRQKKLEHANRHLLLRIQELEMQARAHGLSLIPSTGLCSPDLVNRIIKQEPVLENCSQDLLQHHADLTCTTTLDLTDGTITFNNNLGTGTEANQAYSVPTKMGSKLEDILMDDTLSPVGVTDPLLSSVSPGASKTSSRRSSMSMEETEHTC
* = called active by the depositor.

What do the screens show for `COc1cc(/C=C/C(=O)Nc2ccc(S(=O)(=O)N3CCCC3)cc2)cc(OC)c1OC`?
GPR151 ag: 0.7; TEAD-YAP block: 8; FBW7 activator: 0.0; MITF primary: -12

Results for CS(=O)(=O)c1nc2ccccc2n1Cc1ccccc1 ?
GPR151 ag: -1.6; TEAD-YAP block: -5; FBW7 activator: 0.3; MITF primary: 16

How did CCOC(=O)Cn1c(=O)c2c(nc3n(-c4ccccc4OC)c(C)c(C)n23)n(C)c1=O do in these assays?
GPR151 ag: 0.4; TEAD-YAP block: 10; FBW7 activator: -0.1; MITF primary: -11

Results for N#Cc1ccc(-c2csc(N)n2)cc1 ?
GPR151 ag: 1.3; TEAD-YAP block: -6; FBW7 activator: 0.0; MITF primary: -6

What do the screens show for `CC(C)C[C@H]1NC(=O)[C@@H]2C[C@H](NCc3nc(-c4ccc(F)cc4)cs3)CN2C1=O`?
GPR151 ag: -0.6; TEAD-YAP block: -2; FBW7 activator: 0.2; MITF primary: -14

What do the screens show for `Cc1ccc(C)c(C(=O)NCC2CCCO2)c1` (stereo not given)?
GPR151 ag: 0.5; TEAD-YAP block: 6; FBW7 activator: -0.1; MITF primary: 13

How did CCNC(=O)c1cc2c(=O)n3ccccc3nc2n(CCCN2CCOCC2)c1=N do in these assays?
GPR151 ag: -1.1; TEAD-YAP block: -2; FBW7 activator: 0.0; MITF primary: 22

How did c1ccc(-n2nnnc2NC2CCCCCC2)cc1 do in these assays?
GPR151 ag: -1.0; TEAD-YAP block: 1; FBW7 activator: 0.3; MITF primary: -5

How did COc1ccc(/C=C/C(=O)N2CCOC(c3ccccc3)C2)cc1OC (stereo not given) do in these assays?
GPR151 ag: 0.3; TEAD-YAP block: -4; FBW7 activator: 0.4; MITF primary: 13

Results for CC(NC(=O)CN1C(=O)NC2(CCc3ccccc32)C1=O)c1ccc(-n2ccnc2)cc1 (stereo not given) ?
GPR151 ag: -0.4; TEAD-YAP block: -2; FBW7 activator: 0.1; MITF primary: 7

Results for NC1=NN=C2CCCN3C(=C12)Sc1ccccc13 ?
GPR151 ag: -1.2; TEAD-YAP block: -7; FBW7 activator: 0.1; MITF primary: -16

How did CC1(Cc2cccc(F)c2)C(=O)Nc2cc(F)ccc21 (stereo not given) do in these assays?
GPR151 ag: 0.6; TEAD-YAP block: 9; FBW7 activator: 0.1; MITF primary: 23

Results for COc1ncc(-c2cncc(-c3cccc(O)c3)n2)c(OC)n1 ?
GPR151 ag: 13*; TEAD-YAP block: -33; FBW7 activator: -0.1; MITF primary: 7

What do the screens show for `Cc1ccc(-n2c3c(cc(C(=O)Nc4cccc(F)c4)c2=O)C(=O)CCC3)cc1`?
GPR151 ag: -0.9; TEAD-YAP block: -1; FBW7 activator: -0.1; MITF primary: 2

What do the screens show for `CCOC(=O)C1=C(C)N(c2ccc(OCC)cc2)C(=O)/C1=C\c1ccc(Cl)cc1`?
GPR151 ag: 4.4; TEAD-YAP block: -2; FBW7 activator: -0.1; MITF primary: -4

What do the screens show for `Cc1ccc(/C=C/c2nc(-c3cccc(C(F)(F)F)c3)no2)cc1`?
GPR151 ag: -0.8; TEAD-YAP block: 4; FBW7 activator: 0.1; MITF primary: 6

What do the screens show for `CCOc1ccc(NC(=O)c2ccccc2C)cc1`?
GPR151 ag: -2.9; TEAD-YAP block: -45; FBW7 activator: 0.2; MITF primary: 10

Results for N#CC1=C(N)OC2=C(C(=O)CCC2)C1c1cccc(F)c1 (stereo not given) ?
GPR151 ag: 1.1; TEAD-YAP block: 6; FBW7 activator: 0.1; MITF primary: 1

How did Cc1nc2nc(CC(=O)NCc3ccccc3)nn2c(C)c1Cc1cccc(Cl)c1 do in these assays?
GPR151 ag: -0.2; TEAD-YAP block: 55*; FBW7 activator: 0.0; MITF primary: -4

What do the screens show for `Cc1ccc(NC(=O)/C(=C\c2ccc(N(C)C)cc2)NC(=O)c2ccccc2C)cc1`?
GPR151 ag: 1.8; TEAD-YAP block: -5; FBW7 activator: -0.1; MITF primary: -8

Results for O=C(NCc1ccco1)Nc1ccc(-c2ccc(NC(=O)NCc3ccco3)cc2)cc1 ?
GPR151 ag: 1.4; TEAD-YAP block: 6; FBW7 activator: 0.1; MITF primary: 10

How did Cc1ccc(C)c(NC(=O)CSC2=C(C#N)C(c3ccc(F)cc3)CC(=O)N2)c1 (stereo not given) do in these assays?
GPR151 ag: -0.9; TEAD-YAP block: -1; FBW7 activator: -0.1; MITF primary: -11

Results for O=C(NCCCNc1ccc([N+](=O)[O-])cc1Cl)c1ccc(Cl)cc1 ?
GPR151 ag: 0.0; TEAD-YAP block: 4; FBW7 activator: -0.3; MITF primary: -1

What do the screens show for `C=CCOC(=O)C1=C(C)NC2=C(C(=O)CCC2)C1c1ccccc1OC` (stereo not given)?
GPR151 ag: -1.7; TEAD-YAP block: 3; FBW7 activator: 0.4; MITF primary: -2

Results for Cc1c(C(N)=O)sc(NC(=O)c2cccnc2)c1C#N ?
GPR151 ag: -0.4; TEAD-YAP block: 6; FBW7 activator: 0.4; MITF primary: 13

How did COC(=O)c1ccccc1NC(=O)CN1C(=O)C2CCC(C)(C1=O)C2(C)C (stereo not given) do in these assays?
GPR151 ag: 0.9; TEAD-YAP block: 6; FBW7 activator: 0.1; MITF primary: 0

How did CN(C(=O)c1ccc(N2C(=O)c3ccccc3C2=O)cc1)C1CCCCC1 do in these assays?
GPR151 ag: 0.6; TEAD-YAP block: 2; FBW7 activator: 0.2; MITF primary: -211

How did Cn1cc(-c2ccc3cnc(Nc4ccc(-n5cnc(N6CCOCC6)n5)cc4)nc3c2-c2ccccc2)cn1 do in these assays?
GPR151 ag: -0.3; TEAD-YAP block: 98*; FBW7 activator: -0.1; MITF primary: 13

Results for CCCNC(=O)CCCCn1c(=S)[nH]c2c([nH]c3ccc(OC)cc32)c1=O ?
GPR151 ag: -0.5; TEAD-YAP block: -14; FBW7 activator: 0.8; MITF primary: 7

What do the screens show for `COc1ccc(C(=O)CN2CCN(S(=O)(=O)c3cc(Cl)ccc3OC)CC2)cc1OC`?
GPR151 ag: 0.5; TEAD-YAP block: -12; FBW7 activator: -0.1; MITF primary: -2

Results for CCOC(=O)CSc1nnc(CSc2ncccn2)n1-c1ccc(OCC)cc1 ?
GPR151 ag: -1.3; TEAD-YAP block: -2; FBW7 activator: -0.2; MITF primary: -3

Results for Cc1ccc([N+](=O)[O-])cc1NC(=O)CC1CCCCC1 ?
GPR151 ag: 0.5; TEAD-YAP block: 6; FBW7 activator: 0.4; MITF primary: 7

How did COc1cc(NC(=O)C2COc3ccc(F)cc3C2)ccc1-c1cn[nH]c1 (stereo not given) do in these assays?
GPR151 ag: -0.1; TEAD-YAP block: 30; FBW7 activator: -0.2; MITF primary: 2

How did O=C(NCc1ccccc1)C(=O)Nc1c(F)cc(F)cc1Br do in these assays?
GPR151 ag: -1.6; TEAD-YAP block: -4; FBW7 activator: 0.9; MITF primary: 27

How did FC(F)(F)c1ccc(Cn2cnc3c(Nc4ccc(N5CCOCC5)cc4)nc(Nc4cnccn4)nc32)cc1 do in these assays?
GPR151 ag: 0.0; TEAD-YAP block: -5; FBW7 activator: 0.1; MITF primary: 8

What do the screens show for `O=c1oc2ccc([N+](=O)[O-])cc2cc1C1=NS(=O)(=O)c2ccccc2N1`?
GPR151 ag: 1.9; TEAD-YAP block: -3; FBW7 activator: 0.7; MITF primary: 21

What do the screens show for `COc1cc(-c2nnc(Cn3c(C)nc4cc5c(cc43)OCCO5)o2)cc(OC)c1OC`?
GPR151 ag: 0.8; TEAD-YAP block: -12; FBW7 activator: 0.1; MITF primary: -6

How did COc1cc2cc3c(N)c(C(=O)NCc4cccs4)sc3nc2cc1OC do in these assays?
GPR151 ag: -1.7; TEAD-YAP block: -7; FBW7 activator: 0.5; MITF primary: 8

What do the screens show for `O=C(OCCN=C1NS(=O)(=O)c2ccccc21)c1ccc(Br)cc1`?
GPR151 ag: -2.0; TEAD-YAP block: 2; FBW7 activator: 0.0; MITF primary: 13

What do the screens show for `COC(=O)c1ccc(COc2ccc3c4c(c(=O)oc3c2)CCCC4)cc1`?
GPR151 ag: 0.5; TEAD-YAP block: 6; FBW7 activator: -0.1; MITF primary: 2

What do the screens show for `O=C(CCC1CCCC1)NC1CCC(n2cc(C(=O)N3CCCC3)nn2)CC1` (stereo not given)?
GPR151 ag: 0.5; TEAD-YAP block: 19; FBW7 activator: 0.1; MITF primary: 5

Results for COC(=O)c1c(NC(=O)C(C)C)sc(C(=O)N2CCOCC2)c1C ?
GPR151 ag: -1.6; TEAD-YAP block: -2; FBW7 activator: 0.1; MITF primary: 11

Results for O=C(CSc1nc2ccsc2c(=O)n1NC(=O)c1cccc(Br)c1)c1ccc(Br)cc1 ?
GPR151 ag: -1.2; TEAD-YAP block: -3; FBW7 activator: 0.1; MITF primary: 8

Results for CCCNC(=O)COc1cc(C)ccc1C ?
GPR151 ag: 2.6; TEAD-YAP block: -8; FBW7 activator: -0.2; MITF primary: 2

Results for CC/C(=N\NC(=O)c1cccnc1)c1cc(F)ccc1O ?
GPR151 ag: -2.3; TEAD-YAP block: 14; FBW7 activator: 0.2; MITF primary: 7

What do the screens show for `COc1cc(C)c(C2C(C#N)=C(N)OC3=C2C(=O)CC(C)(C)C3)cc1OC` (stereo not given)?
GPR151 ag: 1.9; TEAD-YAP block: 3; FBW7 activator: -0.2; MITF primary: 11

What do the screens show for `CCN(CC)C(=O)/C(=C\c1ccncc1)NC(=O)c1ccccc1`?
GPR151 ag: 1.3; TEAD-YAP block: 1; FBW7 activator: -0.1; MITF primary: 0

Results for O=C(CSCC(=O)Nc1ccccc1C(F)(F)F)Nc1ccc2ccccc2c1 ?
GPR151 ag: -1.0; TEAD-YAP block: -10; FBW7 activator: 1.6; MITF primary: 16

Results for CCSCCOC(=O)C1=C(C)NC(=O)NC1c1cccc(F)c1 (stereo not given) ?
GPR151 ag: 1.6; TEAD-YAP block: -2; FBW7 activator: -0.2; MITF primary: -3

How did COc1ccccc1NC(=S)N(CCCN1CCOCC1)Cc1ccco1 do in these assays?
GPR151 ag: -1.5; TEAD-YAP block: 1; FBW7 activator: 0.0; MITF primary: -10

How did O=c1/c(=C\c2ccco2)sc2nc3ccccc3n12 do in these assays?
GPR151 ag: -2.3; TEAD-YAP block: -69; FBW7 activator: 0.2; MITF primary: 10

What do the screens show for `Cc1cccc2cc(CN(Cc3ccc4c(c3)OCO4)C(=O)N(C)C)c(=O)[nH]c12`?
GPR151 ag: 0.1; TEAD-YAP block: 3; FBW7 activator: 0.0; MITF primary: -11

How did CN1CCCc2cc(C#N)c(=O)[nH]c21 do in these assays?
GPR151 ag: -0.6; TEAD-YAP block: -2; FBW7 activator: 0.8; MITF primary: 8

What do the screens show for `Cc1nn(C(C)C(=O)Nc2ccccc2C(F)(F)F)c(C)c1[N+](=O)[O-]` (stereo not given)?
GPR151 ag: 0.7; TEAD-YAP block: -3; FBW7 activator: 0.9; MITF primary: 6

How did COC1(OC)C2(Cl)C(Cl)=C(Cl)C1(Cl)C1C(=O)N(c3nccs3)C(=O)C12 (stereo not given) do in these assays?
GPR151 ag: -0.2; TEAD-YAP block: -5; FBW7 activator: -0.1; MITF primary: -6

What do the screens show for `COc1ccc(/C=C/C(=O)NC2CCCCC2C)cc1` (stereo not given)?
GPR151 ag: 0.7; TEAD-YAP block: -27; FBW7 activator: 0.6; MITF primary: 17

What do the screens show for `CCOC(=O)c1ccc(NC(=O)c2ccc(Cl)c(S(=O)(=O)N3CCOCC3)c2)cc1`?
GPR151 ag: 3.1; TEAD-YAP block: 73*; FBW7 activator: -0.1; MITF primary: 11

How did COC(=O)c1cc2occc2n1CC(=O)Nc1ccc(OC)c(OC)c1 do in these assays?
GPR151 ag: 1.9; TEAD-YAP block: 11; FBW7 activator: -0.3; MITF primary: -1

What do the screens show for `COc1ccccc1C1CC(c2c(-c3ccccc3)c3cc(Cl)ccc3[nH]c2=O)=NN1S(C)(=O)=O` (stereo not given)?
GPR151 ag: -0.3; TEAD-YAP block: -24; FBW7 activator: -0.3; MITF primary: -5

Results for Cc1ccccc1S(=O)(=O)/N=C(/c1ccccc1)N1CCOCC1 ?
GPR151 ag: 2.0; TEAD-YAP block: -2; FBW7 activator: -0.1; MITF primary: 0

6 entries already listed, arranged by heavy-atom count, rising:
What do the screens show for `CCN(CC)C(=O)/C(=C\c1ccncc1)NC(=O)c1ccccc1`?
GPR151 ag: 1.3; TEAD-YAP block: 1; FBW7 activator: -0.1; MITF primary: 0

What do the screens show for `Cc1nn(C(C)C(=O)Nc2ccccc2C(F)(F)F)c(C)c1[N+](=O)[O-]` (stereo not given)?
GPR151 ag: 0.7; TEAD-YAP block: -3; FBW7 activator: 0.9; MITF primary: 6

What do the screens show for `C=CCOC(=O)C1=C(C)NC2=C(C(=O)CCC2)C1c1ccccc1OC` (stereo not given)?
GPR151 ag: -1.7; TEAD-YAP block: 3; FBW7 activator: 0.4; MITF primary: -2

What do the screens show for `COC(=O)c1ccc(COc2ccc3c4c(c(=O)oc3c2)CCCC4)cc1`?
GPR151 ag: 0.5; TEAD-YAP block: 6; FBW7 activator: -0.1; MITF primary: 2

What do the screens show for `COc1cc(/C=C/C(=O)Nc2ccc(S(=O)(=O)N3CCCC3)cc2)cc(OC)c1OC`?
GPR151 ag: 0.7; TEAD-YAP block: 8; FBW7 activator: 0.0; MITF primary: -12

What do the screens show for `COc1ccccc1C1CC(c2c(-c3ccccc3)c3cc(Cl)ccc3[nH]c2=O)=NN1S(C)(=O)=O` (stereo not given)?
GPR151 ag: -0.3; TEAD-YAP block: -24; FBW7 activator: -0.3; MITF primary: -5
